Compound activity as filed in PubChem.
FBPA coupling cs: inhibits coupling enzyme system, counter-screen for aldolase hits | activity change, negative = inhibition, % at 58.2 µM, hits read low | hit rate 0.67% among 290,000 | coupling enzyme system counterscreen, AmpLite Red fluorescence; in the data active = activity change below about -30%
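Compounds tested against the coupling enzymes alone at 57.5 uM final; readout was AmpLite Red fluorescence (525/598 nm) after 20 min at RT.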
GALK inhibitor: inhibitors of human galactokinase | Potency, µM (titrated, usually from 57.5 µM), for the others: at the top dose activity change, negative = inhibition, usual class: inhibitors | hit rate 0.007% among 270,000 | P51570 | Purified GALK, Kinase-Glo residual ATP luminescence | AID 1868; note: potency is the fitted concentration of half-maximal effect
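ATP-depletion format; final 35 uM ATP, 100 uM D-galactose, 5 nM enzyme; pH 8.0 HEPES/Mg2+ buffer; 60 min RT; luminescence read 10 min after detection reagent.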
Eya2 inh: Eya2 (human) phosphatase inhibition; AID 488837; Potency, µM (top dose mostly 76.9 µM), for the others: top-dose activity, negative = inhibition, usual class: inhibitors; hit rate 0.006% among 330,000; O00167; recombinant Eya2, OMFP fluorescence dephosphorylation (OMFP is methylfluorescein phosphate); note: potency is the fitted concentration of half-maximal effect
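Eya2 (0.2 uM) preincubated 10 min at ambient with compound, then OMFP substrate added at 50 uM; 10 min reaction in 50 mM HEPES pH 7.5, 50 mM NaCl, 5 uM MgCl2, 0.05% BSA, 1 mM DTT. Fluorescence read at Ex 485/Em 525 nm.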
KCNH2 3.1 inh: inhibitors of human KCNH2 3.1 potassium channel isoform. hit rate 0.95% among 340,000. U2OS KCNH2 3.1, thallium flux FluxOr; stronger effect = lower value. activity change, % (tested at about 1.8 µM);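 active = maximum activity change below -70%; inconclusive = maximum activity change from -70% to -50%; inactive = maximum activity change above -50%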;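 note: thallium influx rate constant from kinetic fluorescence after stimulation buffer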
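Thallium flux via FluxOr fluorescence (Red40 quencher, 45 min loading) in U2OS cells virally expressing the KCNH2 3.1 isoform (1.77 x 10^8 /mL virus, overnight at 37 C). Rate constants from 2-min kinetic reads post-stimulation, normalised to positive and negative controls.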
Giardia kill: kills Giardia lamblia. Giardia lamblia trophozoite viability. activity change, % at 7.66 µM, hits read low. hit rate 0.15% among 340,000; in the data active = activity change below about -80%; inconclusive = between about -30% and that limit;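 note: parasites exposed to compound for two days anaerobically before the ATP read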
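Media and compound were dispensed first, then trophozoites at 100 cells/well; plates sat 48 hrs at 37 deg C without oxygen before ATP luminescence reagent was added and read after 15-30 min at room temperature.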
USP2a inh: inhibitors of human ubiquitin-specific protease USP2a; O75604; Potency, µM (highest dose often 38.3 µM), for inactives: top-dose activity change, negative = inhibition, hits mostly inhibitors; hit rate 0.01% among 330,000; USP2 core, Ub-CHOP2 coupled fluorogenic reporter, 485/531;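 note: potency is the fitted concentration of half-maximal effect; plate controls were DMSO wells for no effect and full inhibition by NEM control for full effect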
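Cell-free coupled assay: 10nM USP2 core preincubated 30min RT with compound in Tris-HCl pH 8.0/CaCl2/CHAPS buffer, then 25nM Ub-CHOP2 and 25nM reporter substrate; fluorescence (Ex 485/Em 531) read after 60min RT, normalized to NEM inhibition, concentration-response curves fitted.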
BCR signal inh: blocks chronic active B-cell receptor signaling; AID 493014; Potency, µM (highest dose often 46.1 µM), without a hit: at the highest dose ratio change, negative = lower green/red ratio, most hits filed as inhibitors; ABC-DLBCL IkBa-CBG/CBR reporter, luminescence ratio, 4 h; hit rate 0.05% among 340,000; active = well fitted inhibition curve with a large enough effect in the signal ratio, with a control signal flat, not every such curve was filed as active; inconclusive = small, poorly fitted or top-dose-only effect, or effect the other way, or a change in a side signal; the % refers to the signal ratio;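 note: potency is the fitted concentration of half-maximal effect; plate controls were basal doxycycline-induced cells for no effect and cells given 10 µM MG132 for full effect; MG132 reads +100%, hits lower the ratio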
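Compounds up to 46 uM were incubated four hours with TMD8 cells whose green CBG68 luciferase is fused to IkappaBalpha; red CBR luminescence normalised the signal, and concentration-effect curves were fitted to fusion, red and ratio data.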
B2AR arrestin: beta2AR (human) beta-arrestin recruitment activity. AID 492947. hit rate 0.02% among 330,000. P07550. Potency, µM (series often up to 46.1 µM), inactives show at the top dose activation, most hits filed as activators. beta-arrestin recruitment to beta2AR, cell-based reporter;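 note: potency is the fitted concentration of half-maximal effect; 0% = DMSO controls and full agonism = EC100 isoproterenol or metaproterenol; nearly all actives have a fitted effect of over 65% in size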
Target sequence (P07550 whole entry, looked up): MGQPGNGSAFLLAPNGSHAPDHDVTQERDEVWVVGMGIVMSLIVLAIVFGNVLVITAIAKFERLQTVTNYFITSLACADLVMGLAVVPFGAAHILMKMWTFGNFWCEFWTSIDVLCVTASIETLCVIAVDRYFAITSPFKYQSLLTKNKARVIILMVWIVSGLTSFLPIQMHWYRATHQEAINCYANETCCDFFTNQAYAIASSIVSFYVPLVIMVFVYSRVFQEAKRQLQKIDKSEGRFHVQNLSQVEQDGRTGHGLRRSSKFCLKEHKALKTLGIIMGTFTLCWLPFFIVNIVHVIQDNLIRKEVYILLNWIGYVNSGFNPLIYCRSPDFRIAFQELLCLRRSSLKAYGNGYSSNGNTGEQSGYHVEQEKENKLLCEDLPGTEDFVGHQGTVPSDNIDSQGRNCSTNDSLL
uPA generation: cell surface uPA generation inhibition; cell surface uPA generation assay, qHTS; AID 540303; Potency, µM (top dose mostly 38.3 µM), inactives show at the highest dose activity change, negative = inhibition, actives largely listed as inhibitors; hit rate 0.31% among 330,000; active = well fitted inhibition curve with a large enough effect; inconclusive = small, poorly fitted or top-dose-only effect; inactive = no such curve, though single readings can be large or run the other way; tested in mouse RAW 264.7 cells; note: potency is the fitted concentration of half-maximal effect; nearly all actives have a fitted effect of over 55% in size
hERG WT inh: KCNH2 (human, wildtype) channel inhibition. hit rate 0.37% among 340,000. AID 720551. activity change, % at 1.84 µM. Q12809. U2OS, BacMam KCNH2, thallium flux FluxOr; stronger effect = lower value;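 active = maximum activity change below -70%; inconclusive = maximum activity change between -70% and -50%; inactive = maximum activity change above -50%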
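U2OS cells were transduced with wild-type KCNH2 virus (2.03 x 10^8 / mL) for 4 h at room temperature, then cultured overnight at 37 C. Thallium flux was read with FluxOr dye. Rate constants were normalized to DMSO controls.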
PKM2 act: increases activity of human pyruvate kinase M2. P14618. purified PKM2, Kinase-Glo ATP luminescence, activation; response scale: 0% is enzyme alone, no compound. Potency, µM (series often up to 57.5 µM), for inactives: at the top dose activation, most hits filed as activators. hit rate 0.34% among 260,000. AID 1631; note: potency is the fitted concentration of half-maximal effect; nearly all actives have a fitted effect of over 55% in size
Target sequence (P14618 whole entry, looked up): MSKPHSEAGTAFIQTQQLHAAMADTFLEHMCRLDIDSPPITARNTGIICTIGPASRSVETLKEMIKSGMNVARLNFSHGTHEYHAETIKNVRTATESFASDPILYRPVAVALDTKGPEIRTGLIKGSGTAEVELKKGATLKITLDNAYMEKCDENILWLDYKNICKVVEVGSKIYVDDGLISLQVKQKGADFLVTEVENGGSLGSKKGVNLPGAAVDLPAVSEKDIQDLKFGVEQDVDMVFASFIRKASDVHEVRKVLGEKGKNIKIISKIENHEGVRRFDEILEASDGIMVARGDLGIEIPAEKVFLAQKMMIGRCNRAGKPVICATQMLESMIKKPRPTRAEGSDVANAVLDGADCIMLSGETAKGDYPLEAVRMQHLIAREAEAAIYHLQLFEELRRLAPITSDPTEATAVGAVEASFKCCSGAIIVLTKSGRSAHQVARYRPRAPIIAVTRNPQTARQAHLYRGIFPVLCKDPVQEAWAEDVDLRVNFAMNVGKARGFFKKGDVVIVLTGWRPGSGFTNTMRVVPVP
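hPK-M2, >95% pure; 0.1 mM ADP / 0.5 mM PEP final; imidazole pH7.2 buffer w/ 7 mM MgCl2, 50 mM KCl; 1 h RT; Kinase-Glo lum. Intermediate enzyme activity for dual inhibitor/activator qHTS.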
The depositor's hits bear a star; ? = inconclusive; / = not tested or not shown; [ ] = dose if it differs, or a comment. Unless noted, calls come from the whole dose curve; as a rule, active = well fitted curve in the direction sought with a large enough effect; inconclusive = small, poorly fitted or top-dose-only effect, or another doubt; inactive = no such curve, though single readings can be large; an effect the other way counts as inactive or inconclusive. Unless noted, % is set by controls: 0 for no effect and ±100 for the full control effect.

SMILES | FBPA coupling cs | GALK inhibitor | Eya2 inh | KCNH2 3.1 inh | Giardia kill | USP2a inh | BCR signal inh | B2AR arrestin | uPA generation | hERG WT inh | PKM2 act
O=C(c1ccc(F)cc1)N1CCN(c2ccc([N+](=O)[O-])cc2-n2cccc2)CC1 | 5 | / | -3% | -28 | -1 | -3% | 9% | -0.1% | -5% | -8 | 1%
Cc1cc(C)c2cc(C#N)c(NCCOC(=O)c3ccccc3C)nc2c1 | -9 | -2% | -2% | -3 | -16 | 2% | 5% | -0.1% | 9% | -7 | 2%
CCCc1cc(=O)n2c(nc3ccccc32)[nH]1 | 0 | -2% | -14% | 1 | -6 | 2% | ? | -0.1% | -16% | 2 | 0%
COC(=O)c1cc(COc2ccc3c4c(c(=O)oc3c2)CCC4)c(C)o1 | 2 | -4% | 1% | / | / | 1% | 1% | 0.0% | / | / | 2%
Cc1cc(OCC(=O)N2CCC(C(N)=O)CC2)c2c(C)c(C)c(=O)oc2c1 | 1 | / | -5% | 10 | 14 | -1% | -25% | 0.1% | 7% | -11 | -3%
CNC(=O)c1cc(C(=O)c2ccc(Cl)cc2)c[nH]1 | 2 | -1% | -7% | 4 | 7 | 2% | ? | -0.6% | -3% | -11 | /
COc1ccc2ccccc2c1/C=N/NC(=S)Nc1cc(S(=O)(=O)N2CCOCC2)ccc1N1CCOCC1 | 1 | 2% | 0% | 4 | -4 | -1% | -6% | -0.9% | 1% | -12 | -5%
COC(=O)c1ccccc1NC(=O)n1cc(C)cn1 | 5 | 0% | 5% | 1 | -5 | 3% | -1% | -0.2% | 2% | 3 | 0%
O=C(NCc1cccnc1)C(=O)NCC1OCCCN1S(=O)(=O)c1ccccc1 (stereo not given) | -1 | -2% | -10% | 8 | 8 | 0% | 0% | -0.2% | -1% | -4 | 9%
COCCn1c(SCC(=O)NC2CCCC2)nc2ccccc2c1=O | / | / | -25% | 5 | -4 | 3% | 2% | 0.2% | -2% | -18 | /
COc1cc(C2c3c(oc4ccccc4c3=O)C(=O)N2c2nccs2)ccc1O (stereo not given) | 1 | -2% | -5% | 7 | 39[activator] | -11% | -1% | -0.2% | -5% | -1 | 3%
CCOc1ccc(Cl)cc1/C=N/NC(=O)c1ccccc1 | 0 | 2% | -15% | -14 | -15 | 5% | -8% | 0.2% | 1% | -3 | -16%
O=S(=O)(NCc1ccc2c(c1)OCO2)c1ccc(F)c(F)c1 | -1 | 0% | -13% | 4 | 4 | 0% | 0% | -0.1% | 0% | 18 | 0%
N#CCOC(=O)[C@H](Cc1ccccc1)N1C(=O)c2ccccc2C1=O | -4 | -1% | -26% | 7 | 1 | 1% | 6% | -0.3% | 17% | 27 | /
CCC(C)[C@H]1COCCS(=O)(=O)N1Cc1ccc(C)cc1 (stereo not given in full) | 0 | / | -13% | 11 | 14 | -1% | 0% | 0.4% | -24% | 20 | 3%
CC1=CC(C)(C)[N+](C)=CN1c1ccccc1 | 4 | / | -1% | 0 | -10 | -4% | 4% | -0.1% | -9% | -3 | -5%
O=C(Nc1ccc(-c2nc3cc(NC(=O)c4cccs4)ccc3o2)cc1)c1cccs1 | 0 | 8% | 6% | 0 | 0 | 2% | ? | 0.1% | / | 7 | -22%
O=C(O)CN=CC1=C(O)CC(c2ccccc2)CC1=O (stereo not given) | -1 | 4% | 16% | 1 | -1 | 2% | -3% | -0.9% | 3% | 16 | 0%
C#CCOc1ccc(C2C3=C(CC(C)(C)CC3=O)N(CC(=O)O)C3=C2C(=O)CC(C)(C)C3)cc1OC | 3 | 0% | 1% | 20 | 11 | 0% | 7% | 0.0% | -8% | -6 | 0%
CC(=O)C1(C)OC(N)=C(C#N)C(c2ccccc2)C1(C#N)C#N (stereo not given) | -18 | -2% | 12% | 3 | -28 | 5% | 5% | 0.5% | / | 2 | 9%
Cc1ccc2nc(-c3ccc(O)c(O)c3)cn2c1 | -7 | 3% | -7% | ? | ? | 0% | ? | 0.1% | -18% | 14 | -33%
COc1ccc(OCC(O)CN2CCN(c3ccc(Cl)cc3)CC2)cc1 (stereo not given) | 1 | -1% | ? | -84* | -9 | 0% | 0% | 4.5% | 12% | 26 | -6%
O=C(CSc1nnc(NC(=O)C2CC2)s1)Nc1ccc(F)cc1F | / | -6% | 5% | -8 | -2 | -1% | -2% | -0.4% | -1% | -14 | 8%
N#CCCN(C(=O)CN1C(=O)NC2(CCCC2)C1=O)c1ccccc1F | 5 | 3% | 3% | -6 | 27 | 3% | 3% | -1.1% | 2% | -3 | -4%
COc1cccc(CN2CCNC(=O)C2CC(=O)NCCN2CCCCC2=O)c1 (stereo not given) | / | -3% | 4% | 14 | -4 | 6% | 5% | 0.1% | -1% | -8 | /
CCc1cccc(C)c1NC(=S)NCC(c1cccnc1)N1CCOCC1 (stereo not given) | -1 | 0% | 1% | 8 | 15 | -1% | -2% | -0.5% | 1% | 9 | -19%
Cc1cc(C(=O)NCc2ccc(S(N)(=O)=O)cc2)cs1 | -1 | 2% | 11% | -6 | -9 | -1% | -2% | -0.4% | -1% | 3 | 6%
C/C(=N\Nc1nc(-c2ccccc2)cs1)c1cccs1 | 1 | -1% | -6% | 0 | -9 | 2% | ? | 0.6% | 6% | 7 | -14%
COc1ccc(NS(=O)(=O)c2ccc(O)c(C(=O)OCC(=O)N3CCCCC3)c2)cc1 | / | / | 5% | -2 | 10 | 1% | 3% | 0.1% | ? | -12 | /
Cc1nn(CC(=O)NCCCN2CCCCC2)c(=O)c2cccn12 | -1 | -1% | 5% | 13 | -11 | -1% | -14% | -0.8% | -8% | -18 | 6%[0.46 µM]
COC(=O)c1ccc(C2/C(=C(/O)c3ccc(OC)cc3)C(=O)C(=O)N2CC2CCCO2)cc1 (stereo not given) | 7 | 1% | 9% | -18 | -5 | -2% | 0% | -1.5% | 3% | 14 | 1%
O=C(O)Cc1cn(-c2ccccc2)nc1-c1ccccc1 | 2 | -3% | 2% | 2 | 10 | 1% | 2% | 0.0% | -1% | 17 | -1%
COc1cc2c(cc1OC)C1(CCCC1)CNC2c1cccc([N+](=O)[O-])c1 (stereo not given) | -1 | -3% | -16% | -22 | -16 | -2% | -18% | -0.3% | 3% | 6 | 0%
CC1(C2CC2)NC(=O)N(CC(=O)NCC(=O)Nc2ccc(F)c(F)c2F)C1=O (stereo not given) | / | / | 5% | -1 | 9 | 3% | 2% | -0.6% | 1% | 1 | /
Cc1cccc(/N=C/C2=C(O)CC(C)(C)CC2=O)n1 | 2 | 4% | 2% | 4 | 8 | -1% | -20% | -0.4% | 2% | 0 | 2%
CCOc1ccc(-c2nnn(CC(=O)Nc3cc(OC)ccc3OC)n2)cc1OCC | 0 | 3% | -17% | 12 | 20 | 2% | -8% | 0.7% | 1% | -11 | -7%
COc1cc(-c2c(C#N)c(N)nc3c2CCCC3)cc(OC)c1OC | 1 | -4% | 9% | 6 | -14 | 4% | -8% | 5.4% | -2% | 2 | -2%
CCC(=O)n1nc(-c2ccc(OC)cc2)nc1N | 0 | -3% | 6% | -16 | 8 | 1% | 3% | -0.1% | -3% | 9 | -6%
COc1ccc([N+](=O)[O-])cc1N(CC(O)CN1C(=O)NC(C)(C)C1=O)S(=O)(=O)c1ccccc1 (stereo not given) | 1 | -2% | 1% | 6 | 9 | -1% | ? | 0.4% | 0% | 4 | -1%
Cn1cc(C(=O)N2CCc3ccccc3C2)c(=O)c2cc(S(=O)(=O)N3CCCCC3)ccc21 | 5 | / | -2% | / | / | 0% | 1% | -1.1% | / | / | 5%
COC(=O)C(NC(=O)c1ccc(F)cc1)(Nc1nc(C)cs1)C(F)(F)F (stereo not given) | 2 | -2% | 14% | 13 | 22 | 1% | -6% | 0.0% | 17% | -1 | 6%
O=C(/C=C/c1ccco1)N(Cc1ccc(F)cc1)C1CCS(=O)(=O)C1 (stereo not given) | 8 | 4% | 1% | 0 | -6 | 2% | -7% | -0.5% | 0% | 27 | -2%

3 compounds picked at random from the list so far:
SMILES | FBPA coupling cs | GALK inhibitor | Eya2 inh | KCNH2 3.1 inh | Giardia kill | USP2a inh | BCR signal inh | B2AR arrestin | uPA generation | hERG WT inh | PKM2 act
O=C(O)CN=CC1=C(O)CC(c2ccccc2)CC1=O (stereo not given) | -1 | 4% | 16% | 1 | -1 | 2% | -3% | -0.9% | 3% | 16 | 0%
N#CCCN(C(=O)CN1C(=O)NC2(CCCC2)C1=O)c1ccccc1F | 5 | 3% | 3% | -6 | 27 | 3% | 3% | -1.1% | 2% | -3 | -4%
CCc1cccc(C)c1NC(=S)NCC(c1cccnc1)N1CCOCC1 (stereo not given) | -1 | 0% | 1% | 8 | 15 | -1% | -2% | -0.5% | 1% | 9 | -19%

Hits appear at their usual frequency; any-hit rate near 2.4%.
